Screening data deposited in PubChem BioAssay by National Center for Advancing Translational Sciences (NCATS).
IL-1B inflam inh – qHTS for Inhibitors of Inflammasome Signaling: IL-1-beta AlphaLISA Primary Screen | AID 743279, 2014 | THP-1 LPS/ATP IL-1B secretion, AlphaLISA, 16 h; active compounds read low | 360,000 tested, 4.7% active | activity change, % at 57.5 µM; in the data active = activity change below about -50%; inconclusive = mostly about -30% to -49%; note: % is set by controls: 0 for no effect and ±100 for the full control effect
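Secreted IL-1B measured by AlphaLISA bead assay after 16 h compound exposure of THP-1 cells; compounds (final up to 57.5 uM) added 1 h before LPS (250 ng/mL) and ATP (1.25 mM) stimulation; lower signal means less secretion.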
ATXN2 expr inh – Primary qHTS for Inhibitors of ATXN expression. Potency, µM (doses to about 57 µM), for the others: at the top dose activity change, negative = inhibition, actives largely listed as inhibitors. 360,000 tested, 0.72% active. HEK-293 ATXN2-luciferase reporter, luminescence, 24 h; note: potency is the fitted concentration of half-maximal effect; % is set by controls: 0 for no effect and ±100 for the full control effect; nearly all actives have a fitted effect of over 55% in size
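qHTS (up to 57 uM final) was run with 24 h compound exposure of reporter cells at 37 °C. Each well was multiplexed: SteadyGlo luminescence measured ATXN2-luciferase expression after a fluorogenic Gly-Phe-AFC viability readout (25 uM final).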
WRN helicase inh – qHTS for Inhibitors of WRN Helicase. Potency, µM (top dose mostly 114 µM), for the others: at the highest dose activity change, negative = inhibition, usual class: inhibitors. 360,000 tested, 0.46% active. WRN helicase unwinding, fluorescent forked duplex, kinetic. Bifunctional 3'-5' exonuclease/ATP-dependent helicase WRN (Homo sapiens), Q14191; note: potency is the fitted concentration of half-maximal effect; % is set by controls: 0 for no effect and ±100 for the full control effect; nearly all actives have a fitted effect of over 55% in size
Target sequence (Q14191 whole entry, looked up): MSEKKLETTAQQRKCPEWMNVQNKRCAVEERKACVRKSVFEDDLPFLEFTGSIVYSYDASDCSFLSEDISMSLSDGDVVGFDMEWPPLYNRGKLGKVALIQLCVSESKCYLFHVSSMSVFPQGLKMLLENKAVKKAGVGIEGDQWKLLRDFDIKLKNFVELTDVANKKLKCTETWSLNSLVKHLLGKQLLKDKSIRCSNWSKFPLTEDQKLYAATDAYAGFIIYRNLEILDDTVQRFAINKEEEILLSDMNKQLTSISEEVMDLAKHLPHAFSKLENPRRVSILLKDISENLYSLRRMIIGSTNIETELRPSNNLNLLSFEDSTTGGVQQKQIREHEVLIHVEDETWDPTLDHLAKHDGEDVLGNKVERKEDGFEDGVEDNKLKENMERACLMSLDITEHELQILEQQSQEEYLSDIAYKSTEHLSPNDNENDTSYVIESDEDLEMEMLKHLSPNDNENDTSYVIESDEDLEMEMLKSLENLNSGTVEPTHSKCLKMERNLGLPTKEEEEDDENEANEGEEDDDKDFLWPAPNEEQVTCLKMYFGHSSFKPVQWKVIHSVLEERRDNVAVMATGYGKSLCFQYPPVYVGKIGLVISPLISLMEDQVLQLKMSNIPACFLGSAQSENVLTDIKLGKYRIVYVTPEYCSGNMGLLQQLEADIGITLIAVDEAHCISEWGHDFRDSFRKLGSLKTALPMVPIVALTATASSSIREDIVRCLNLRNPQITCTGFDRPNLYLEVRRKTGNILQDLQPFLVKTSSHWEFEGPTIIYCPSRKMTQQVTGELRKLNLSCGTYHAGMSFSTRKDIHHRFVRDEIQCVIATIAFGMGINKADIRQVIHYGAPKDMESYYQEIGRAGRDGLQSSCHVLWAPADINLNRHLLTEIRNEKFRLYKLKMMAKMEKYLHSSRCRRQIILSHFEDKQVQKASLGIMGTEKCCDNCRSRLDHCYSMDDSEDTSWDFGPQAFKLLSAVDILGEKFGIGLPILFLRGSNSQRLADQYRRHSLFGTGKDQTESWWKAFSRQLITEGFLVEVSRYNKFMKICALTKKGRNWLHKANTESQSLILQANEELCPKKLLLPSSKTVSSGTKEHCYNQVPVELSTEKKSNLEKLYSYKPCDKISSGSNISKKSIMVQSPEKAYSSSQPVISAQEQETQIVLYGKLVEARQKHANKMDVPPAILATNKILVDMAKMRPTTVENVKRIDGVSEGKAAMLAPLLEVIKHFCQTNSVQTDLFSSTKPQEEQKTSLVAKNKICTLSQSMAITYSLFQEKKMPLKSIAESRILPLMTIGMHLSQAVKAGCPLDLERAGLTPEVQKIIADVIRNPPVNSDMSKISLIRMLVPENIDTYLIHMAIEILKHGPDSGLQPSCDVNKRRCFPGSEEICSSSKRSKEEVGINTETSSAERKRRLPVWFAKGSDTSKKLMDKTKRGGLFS
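Kinetic red-fluorescence monitoring (525/598 nm) tracks WRN helicase activity after 100 nM fluorophore-quencher forked duplex and 2 mM ATP are added to 20 nM enzyme pretreated 15 min at room temperature with compound.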
HT1080 IDH1KD tx – qHTS for induction of synthetic lethality in tumor cells producing 2HG: qHTS for the HT-1080-IDH1KD cell line. HT-1080 IDH1 knockdown viability, ATP luminescence, 48 h. Potency, µM (top dose mostly 46.1 µM), for inactives: at the highest dose activity, negative = toxicity, actives largely listed as cytotoxic. 360,000 tested, 2% active;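 note: potency is the fitted concentration of half-maximal effect; 0% = DMSO wells and -100% = cell-free medium wells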
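Viability of IDH1-knockdown HT-1080 fibrosarcoma cells was assessed by CellTiter-Glo after 48 h at 37 °C with titrated compound; concentration-effect curves were classified by fit quality and response size.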
KB-3-1 cytotox – qHTS assay for MDR1-selective chemotherapeutics: Primary screen using the parental adenocarcinoma cell KB-3-1. KB-3-1 viability, CellTiter-Glo ATP luminescence, 72 h. Potency, µM (top dose mostly 46.1 µM), for the others: top-dose activity change, negative = cytotoxic, usual class: cytotoxic. 400,000 tested, 1.4% active. AID 1347075, 2019; note: potency is the fitted concentration of half-maximal effect; % is set by controls: 0 for no effect and ±100 for the full control effect; nearly all actives have a fitted effect of over 60% in size
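Using CellTiter-Glo luminescence, growth of non-resistant KB-3-1 adenocarcinoma cells is assessed 72 h after pin-tool compound addition at 37 °C. Normalized responses across the concentration series yield fitted curves.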
SW480 rereplic – A quantitative high throughput screen for small molecules that induce DNA re-replication in SW480 colon adenocarcinoma cells. Potency, µM (top dose mostly 46.1 µM), inactives show at the highest dose re-replication activation, usual class: activators. SW480 DNA re-replication, Hoechst DNA content imaging, 48 h. 340,000 tested, 1.8% active; note: potency is the fitted concentration of half-maximal effect; % of control where 0% means no effect; nearly all actives have a fitted effect of over 55% in size
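Readout is total intensity of Hoechst-stained nuclei, excited at 405 nm and collected at 500-530 nm. Compound treatment lasted 48 hr at 37 C in 5% CO2 before staining.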
KB-V1 cytotox – qHTS assay for MDR1-selective chemotherapeutics: Primary screen using the drug-selected MDR subline cells KB-V1; KB-V1 MDR cells viability, CellTiter-Glo, 72 h; Potency, µM (doses to about 46.1 µM), inactives show at the top dose activity change, negative = cytotoxicity, most hits filed as cytotoxic; 400,000 tested, 3.4% active; AID 1347076, 2019; note: potency is the fitted concentration of half-maximal effect; % is set by controls: 0 for no effect and ±100 for the full control effect; nearly all actives have a fitted effect of over 60% in size
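Cells of the MDR subline KB-V1 are plated, dosed with compound at multiple concentrations, and incubated 72 h at 37 degrees C; CellTiter-Glo is then added and luminescence read after 10 min.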
HT1080-NT tox – qHTS for induction of synthetic lethality in tumor cells producing 2HG: qHTS for the HT-1080-NT fibrosarcoma cell line | 360,000 tested, 1.6% active | HT-1080-NT fibrosarcoma viability, CellTiter-Glo ATP luminescence, 48 h | AID 686970, 2013 | Potency, µM (doses to about 46.1 µM), for inactives: at the highest dose activity, negative = less viability, most hits filed as cytotoxic;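 note: NT is the 2HG producing partner of a matched IDH1 knockdown line; potency is the fitted concentration of half-maximal effect; 0% = DMSO-treated cells and -100% = media-only wells without cells; nearly all actives have a fitted effect of over 55% in size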
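Compounds were tested in concentration-response format on HT-1080-NT cells for 48 hours at 37 degrees C. Cell viability came from CellTiter-Glo luminescence; curves were classified by r2, response magnitude and activity.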
MCF10A rereplic – A quantitative high throughput screen for small molecules that induce DNA re-replication in MCF 10a normal breast cells. MCF 10A DNA re-replication, Hoechst nuclear intensity, 48 h. Potency, µM (titrated, usually from 46.1 µM), for the others: top-dose activity, positive = re-replication, usual class: activators. 350,000 tested, 2.9% active; note: potency is the fitted concentration of half-maximal effect; % of control where 0% means no effect; nearly all actives have a fitted effect of over 50% in size
Active calls of the source: *; ? = inconclusive; / = no result given; [ ] = another dose, or the depositor's remark. Unless noted, calls come from the whole dose curve; as a rule, active = well fitted curve in the direction sought with a large enough effect; inconclusive = small, poorly fitted or top-dose-only effect, or another doubt; inactive = no such curve, though single readings can be large; an effect the other way counts as inactive or inconclusive.

SMILES | IL-1B inflam inh | ATXN2 expr inh | WRN helicase inh | HT1080 IDH1KD tx | KB-3-1 cytotox | SW480 rereplic | KB-V1 cytotox | HT1080-NT tox | MCF10A rereplic
CC(=O)Nc1ccc(NC(=O)Cn2cnc(S(=O)(=O)N3CCOCC3)c2)cc1 | -6 | 3% | 6% | 0% | -2% | ? | 17% | -3% | 0%
COc1ccc(CNC(=O)c2sccc2-c2ccccc2)cc1OC | 36 | -19% | -1% | 0% | 7% | 0% | -6% | 2% | -1%
O=C1C=C(c2ccc(Oc3ccccc3)cc2)C[C@@H](c2ccc3c(c2)OCO3)C1 | -3 | 4% | -2% | 10% | 7% | -5% | -6% | 2% | 0%
CCOc1ccc(CCNC(=O)COC(=O)CSc2ccccc2C)cc1OCC | 8 | -19% | -12% | 4% | / | 5% | / | 2% | -3%
C=CCOc1ccc(/C=C/C(=O)OCC(=O)N(C)CC(=O)Nc2ccccc2Cl)cc1 | -23 | -4% | -6% | 1% | -1% | -8% | 3% | 0% | 0%
CCn1c(=O)cc(C(F)(F)F)[nH]c1=S | 10 | -6% | -35% | 18% | 0% | 1% | -11% | 18% | -12%
CC(=Cc1ccccc1)C(=O)c1ccccc1 | 35 | / | -7% | -2% | -1% | / | 25% | 2% | /
COP(=O)(OC)C(Nc1cc(Cl)cc(Cl)c1)c1cccc(O)c1 (stereo not drawn) | -11 | -14% | -1% | -10% | -4% | 0% | -1% | 1% | 25%
CCCCn1c(NCc2ccccc2O)nc2ccccc21 | ? | -12% | -4% | -1% | -18% | -2% | 1% | -6% | -4%
Cc1cccc(C)c1C(O)c1ncc(-c2ccccc2F)[nH]1 (stereo not drawn) | 22 | -1% | 12%[57.1 µM] | 5% | -4% | / | -19% | -10% | /
C[C@H]1CN(S(=O)C(C)(C)C)[C@@H](CCO)/C1=C\c1ccccc1 (stereo partly drawn) | 13 | 4% | -5% | 7% | 0% | -36%[inhibitor] | 0% | 5% | -4%
COc1ccccc1C/C(N)=N/OC(=O)COc1ccc2ccccc2c1 | -17 | 28% | -25% | 15% | 1% | ? | -18% | 2% | 3%
CCc1ccc(CN(C)Cc2nc(COc3ccccc3)no2)nc1 | 19 | 2% | -5% | 1% | -13% | -4% | ? | -11% | 8%
O=C(Cn1cccc1C(=O)c1ccccc1)NCCC1=CCCCC1 | 11 | -22% | -4% | -12% | 3% | 3% | -27% | 1% | 2%[9.22 µM]
CCOC(=O)C1=C(C)N(c2ccc(OC)cc2)C(=O)/C1=C\c1ccc(O)c(OCC)c1 | 36 | / | -4% | -5% | 6% | 1% | 0% | 0% | ?
Cc1cc(=O)oc2cc(OCC(=O)N3CC(C)OC(C)C3)ccc12 (stereo not drawn) | 6 | -8% | -25% | 10% | 0% | -2% | -1% | 13% | -3%
C[C@@H]1CN([C@@H](C)CO)C(=O)c2cc(C3=CCCCC3)cnc2O[C@H]1CN(C)C(=O)Nc1cccc(F)c1 | -9 | -10% | 2% | -7% | -2% | / | -23% | -7% | /
O=P(O)(C(O)c1ccccc1)C(O)c1ccccc1 (stereo not drawn) | 26 | 4% | 5% | 6% | 9% | -3% | 5% | 11% | ?
Cc1cc(C)c(S(C)(=O)=O)c(N(C)NC(=O)c2c(F)cccc2F)n1 | 39 | 11% | 2% | -1% | 12% | -13% | 3% | 0% | 18%
O=C(CNCc1cccs1)Nc1cc(S(=O)(=O)N2CCCC2)ccc1Cl | 0 | ? | -8% | -23% | ? | ? | -10% | -14% | 7%
O=C(O)c1csc(-c2ccccc2)n1 | 35 | 6% | -3% | 27% | 3% | 0% | 18% | 17% | 15%
O=C(Nc1ccccc1Cl)N(Cc1nc2ccccc2c(=O)[nH]1)Cc1cccs1 | -2 | 1% | -15% | -1% | 0% | 1% | ? | -14% | 3%
CCCS(=O)(=O)NC(=O)C1(C)CCN(C(=O)c2cc(-c3cccs3)oc2C)C1 (stereo not drawn) | 2 | 14% | -2% | 14% | 0% | / | 0% | 13% | /
COc1ccc(S(=O)(=O)NCCCCC(=O)O)cc1C(=O)O | 14 | -7% | -1% | 7% | -3% | -10% | 2% | 9% | 0%
Cc1oc2cc(OCc3cnn(-c4ccccc4)c3)ccc2c(=O)c1Oc1ccccc1F | 32 | -15% | 8% | 1% | -20% | -2% | 9% | -3% | 0%
O/N=C1\CCCc2c1nc(-c1ccccc1F)n2O | 9 | -15% | -9% | 16% | 6% | -5% | 15% | 16% | -1%
Cc1cc(C)c2c(n1)sc1c(=O)n(Cc3ccc(F)cc3)cnc12 | 0 | / | 8% | -17% | -17% | ? | -26% | 2% | 13%
O=S(NCc1ccco1)C12CC3CC(CC(C3)C1)C2 (stereo not drawn) | -1 | 2% | -10% | -8% | 0% | -2% | 3% | 6% | 21µM*
CC1CC(C)CN(C(=O)C2CCCN(S(=O)(=O)c3cnc[nH]3)C2)C1 (stereo not drawn) | 11 | -1% | 1% | 4% | ? | -15% | -5% | -2% | -2%
c1ccc(Cc2noc(CN3CCCN(C4Cc5ccccc5C4)CC3)n2)cc1 | ? | 1% | 0%[57.1 µM] | -12% | -28% | -53%[inhibitor][1.84 µM] | -21% | -18% | ?
CCCSc1nnc(CN2CCOCC2)n1C | 2 | -2% | 1% | 11% | 6% | -11% | 0% | 12% | -4%
O=C(NCCN1CCOCC1)Nc1ccc(Cl)cc1 | -11 | 4% | 3% | 9% | 6% | 7%[9.22 µM] | 16% | 2% | 4%
COC(=O)c1c(NC(=O)CN2CCC3(O)CCCCC3C2c2ccccc2OC)sc(C)c1C (stereo not drawn) | -8 | 0% | -7% | -3% | -14% | ? | ? | 0% | ?
CC(C)CN(C(=O)COC(=O)c1ccc(Cl)nc1)c1c(N)n(Cc2ccccc2)c(=O)[nH]c1=O | 2 | -13% | 3% | 4% | 2% | -6% | -2% | -6% | -8%
CCN(CC)S(=O)(=O)c1cccc(C(=O)NNC(=O)c2ccc3[nH]c(=O)c(=O)[nH]c3c2)c1 | 14 | / | -4% | 3% | 4% | -5% | -3% | 1% | -1%
Cc1cnc(C(=O)N2CCN(S(=O)(=O)c3ccc(F)c(F)c3F)CC2)cn1 | 21 | / | 6% | 3% | 0% | -8% | 6% | 1% | 14%
O=C(c1ccc(F)cc1)C1CCN(C(=O)c2ccc(F)cc2)CC1 | -2 | 11% | 2% | -1% | 0% | -69%[inhibitor] | -13% | 2% | 20%
CC(C)C(=O)Nc1ccc(NC(=S)NC(=O)c2cc3ccccc3o2)cc1 | -10 | -4% | -1% | 5% | 12% | -136%[inhibitor] | 18% | 17% | ?
Cc1ccc(C(=O)C[n+]2ccccc2)cc1 | 25 | 16% | 16% | 17% | 18% | 16% | ? | 21% | 0%
O=C(c1c(F)cccc1F)N(Cc1ccccn1)C1CC1 | 18 | -18% | 1% | 15% | 0% | ? | 7% | -4% | 1%[9.22 µM]

Laid out differently: results already given.
Values in the order – IL-1B inflam inh	ATXN2 expr inh	WRN helicase inh	HT1080 IDH1KD tx	KB-3-1 cytotox	SW480 rereplic	KB-V1 cytotox	HT1080-NT tox	MCF10A rereplic
- O/N=C1\CCCc2c1nc(-c1ccccc1F)n2O
    9	-15%	-9%	16%	6%	-5%	15%	16%	-1%
- c1ccc(Cc2noc(CN3CCCN(C4Cc5ccccc5C4)CC3)n2)cc1
    ?	1%	0%[57.1 µM]	-12%	-28%	-53%[inhibitor][1.84 µM]	-21%	-18%	?
- CC(C)CN(C(=O)COC(=O)c1ccc(Cl)nc1)c1c(N)n(Cc2ccccc2)c(=O)[nH]c1=O
    2	-13%	3%	4%	2%	-6%	-2%	-6%	-8%

(further entries)
SMILES | IL-1B inflam inh | ATXN2 expr inh | WRN helicase inh | HT1080 IDH1KD tx | KB-3-1 cytotox | SW480 rereplic | KB-V1 cytotox | HT1080-NT tox | MCF10A rereplic
COc1ccc(NC(=O)CSc2nnnn2-c2ccc(OC)cc2)cc1 | 0 | -13% | -11% | -2% | -3% | 2% | 0% | -5% | 3%
Cc1ccc(N(C(=O)c2snc(C(N)=O)c2N)C(C(=O)NCC2CCCO2)c2ccc(C)o2)c(C)c1 (stereo not drawn) | ? | -3% | -1% | -25% | -8% | -3% | ? | 0% | 8%
CSCCC(NS(=O)(=O)c1ccccc1)C(=O)Nc1nccs1 (stereo not drawn) | 27 | -8% | -10% | -7% | 1% | -62%[inhibitor] | -2% | -5% | -14%
Cc1nnc(NC(=O)Nc2ccc(Cl)c(Cl)c2)s1 | -94* | -16% | 3% | -17% | ? | 15% | 18µM* | 6% | 1%
CC(NS(=O)(=O)c1ccccc1Cl)C1CC2CCC1C2 (stereo not drawn) | 20 | 4% | -6% | -16% | -1% | -16% | -7% | 0% | 4%
CC(=O)N1CCN(C(=O)C2(NC(=O)Nc3cccc(F)c3)CCCCC2)CC1 | -16 | -4% | -5% | 10% | 12% | -2% | 5% | 15% | -4%
O=C(O)CNS(=O)(=O)c1cc(Cl)c(Cl)cc1Cl | 6 | -2% | 1% | 17% | -2% | -1% | 1% | 14% | 4%
CN(c1ccc(C(=O)Nc2ccccc2C(=O)N2CCCC2)cc1)S(C)(=O)=O | 28 | -3% | 0% | 0%[9.24 µM] | 20% | -11% | ? | 8% | -2%
COc1ccc(C2CC(C(F)(F)F)n3nc(C(=O)O)c(Br)c3N2)cc1 (stereo not drawn) | 25 | -7% | 2% | -3% | -13% | -8% | -5% | 0% | -1%
